CYP2C19 act = increases human CYP2C19 enzyme activity; P33261; recombinant CYP2C19, luciferin-H EGE luminescence; hits give high values; 0 = fully inhibited enzyme, 1 = untreated enzyme; activation factor at 5 µM; 96,000 tested, under 10 active;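 active means activation factor of at least 2 at 5 µM in the primary screen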;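 further: 0 = wells with 2.5 mM tranylcypromine and 1 = vehicle-only wells; values of inactives mirror those of a sister screen read the other way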
Target sequence (P33261 whole entry, looked up): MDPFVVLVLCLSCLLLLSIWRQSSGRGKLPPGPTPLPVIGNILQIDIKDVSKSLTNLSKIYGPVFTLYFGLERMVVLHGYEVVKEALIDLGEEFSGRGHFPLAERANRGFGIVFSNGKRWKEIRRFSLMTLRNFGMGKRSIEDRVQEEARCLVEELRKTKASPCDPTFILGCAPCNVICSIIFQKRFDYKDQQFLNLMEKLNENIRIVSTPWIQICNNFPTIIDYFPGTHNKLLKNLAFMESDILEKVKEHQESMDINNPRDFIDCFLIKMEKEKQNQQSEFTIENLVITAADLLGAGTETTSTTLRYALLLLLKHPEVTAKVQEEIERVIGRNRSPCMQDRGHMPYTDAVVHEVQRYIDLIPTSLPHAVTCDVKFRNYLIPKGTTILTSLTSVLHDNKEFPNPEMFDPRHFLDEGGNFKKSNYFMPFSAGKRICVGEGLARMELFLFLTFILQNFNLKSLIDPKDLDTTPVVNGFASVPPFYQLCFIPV
CYP2C9 inh = blocks human cytochrome P450 2C9 | P11712 | CYP2C9 Supersomes, luciferin-H conversion, luminescence | inhibition, % at 5 µM | 96,000 compounds, 20% hits;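 active means blocking of liver enzyme CYP2C9 beyond about 50% at 5 µM, limit read from the data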; further: values of inactives mirror those of a sister screen read the other way
CYP2C19 inhib = human CYP2C19 inhibition; P33261; CYP2C19 Supersomes, luciferin-H EGE luminescence, 30 min; inhibition, % at 5 µM; 96,000 compounds, 21% hits;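 active means CYP2C19 inhibition above a set limit at 5 µM in the primary screen, cut at about 50% in these data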;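 further: plate controls were negative control wells for no effect and 2.5 mM tranylcypromine positive control for full effect; values of inactives mirror those of a sister screen read the other way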
Mac1 fbg enh = CD11b/CD18-fibrinogen binding enhancement. P05107+P11215. K562 CD11b/CD18 adhesion to fibrinogen, ATPlite luminescence. activation, % at 10 µM. 93,000 compounds, 0.07% hits. AID 1499;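 active means 10 µM primary screen giving 50% or more activity, confirmed by 40% or more on retest at that dose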; further: strong numbers were not always called active; reference of the scale not given here
MT1-MMP txn act = MT1-MMP promoter transcription activation. HT1080 MT1-MMP promoter luciferase reporter, luminescence, overnight; hits give high values. activation factor at 10 µM. 86,000 compounds, 0.16% hits. AID 750;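 active means activation factor of at least 2 for MT1-MMP transcription at 10 µM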
PTK2B oligo ant = blocks oligomerization of human Pyk2 in cells; Q14289; Q293 cells, Pyk2 FERM NanoBiT luminescence; hits give low values; z-score (the deposit names both 25 µM and 10 µM); 99,000 compounds, 0.83% hits; AID 1347419;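 active means Z-score of -3 or lower, scaled per plate to the spread of control and sample wells; inactive means z-score above -3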;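 further: negative z-score means lost luminescence so less FERM oligomerization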
PLAP activator = activates human placental alkaline phosphatase; AID 696; P05187; purified PLAP enzyme, luminescent substrate read-out; hits give high values; activation fold at 20 µM; 96,000 compounds, 1.2% hits; in the data active means activation fold above about 2
Target sequence (P05187 whole entry, looked up): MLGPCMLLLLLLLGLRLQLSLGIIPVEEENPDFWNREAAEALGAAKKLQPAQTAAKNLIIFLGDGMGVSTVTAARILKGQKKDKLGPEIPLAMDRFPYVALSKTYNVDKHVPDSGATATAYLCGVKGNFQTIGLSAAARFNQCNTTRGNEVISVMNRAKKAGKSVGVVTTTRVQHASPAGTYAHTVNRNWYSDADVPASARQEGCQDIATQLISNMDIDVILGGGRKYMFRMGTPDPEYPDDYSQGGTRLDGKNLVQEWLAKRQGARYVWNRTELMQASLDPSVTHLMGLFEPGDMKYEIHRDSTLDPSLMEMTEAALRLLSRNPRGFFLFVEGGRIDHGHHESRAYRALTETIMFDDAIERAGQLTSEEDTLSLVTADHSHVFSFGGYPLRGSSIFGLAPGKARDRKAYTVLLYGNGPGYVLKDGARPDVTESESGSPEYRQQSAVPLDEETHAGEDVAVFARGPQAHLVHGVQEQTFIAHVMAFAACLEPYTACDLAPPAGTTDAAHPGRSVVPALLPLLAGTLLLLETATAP
Mac1 fbg inh = blocks human CD11b/CD18 adhesion to fibrinogen | inhibition, % at 10 µM | 93,000 compounds, 0.54% hits | K562 CD11b/CD18 adhesion to fibrinogen, ATPlite luminescence; Mn2+ added to activate the integrin;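 active means primary inhibition of 50% or more at 10 µM, then 40% or more on retest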; further: some results filed as inactive read as strong as hits
CYP2C9 activ = CYP2C9 (human) activation. recombinant CYP2C9, luciferin-H conversion, luminescence; hits give high values; factor 1 = untreated enzyme, 0 = blocked. activation factor at 5 µM. 96,000 compounds, 1.4% hits. P11712;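 active means activation factor of 2 or more for CYP2C9 at a 5 µM dose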;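 further: 0 = sulfaphenazole-blocked wells and 1 = vehicle-only wells; values of inactives mirror those of a sister screen read the other way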
Active calls of the source: *; nt = not tested or not shown.

SMILES | CYP2C19 act | CYP2C9 inh | CYP2C19 inhib | Mac1 fbg enh | MT1-MMP txn act | PTK2B oligo ant | PLAP activator | Mac1 fbg inh | CYP2C9 activ
CCOc1ccc(C2/C(=C(/O)c3ccc(F)cc3)C(=O)C(=O)N2CCCN(C)C)cc1 (centres undefined) | 1.1 | 4 | -10 | -1 | 0.9 | -0.24 | 1.1 | -22 | 1
O=C(CN1CCOCC1)N1CCN(c2nnc(-c3ccccc3)c3ccccc23)CC1 | 0.8 | 2 | 16 | -2 | 1.1 | 0.54 | 1.5 | -30 | 1
COc1ccc(-c2noc(-c3ccccc3C(=O)N3CCOCC3)n2)cc1 | 0.9 | 42 | 5 | -2 | 1 | -0.39 | 1 | -3 | 0.6
COc1cc(OC)cc(-c2cc3nc(C)c(CCC(=O)O)c(=O)n3[nH]2)c1 | 0.9 | -2 | 8 | -1 | nt | nt | 1 | 2 | 1
COc1ccc(Nc2ncnc3c2cnn3Cc2ccccc2)cc1 | 0.4 | 44 | 55* | -2 | 1.3 | -2.8 | 0.8 | -1 | 0.6
Cc1ccc(-c2nnn(CC(=O)N(c3cccc(F)c3)C(C(=O)NC3CCCC3)c3ccco3)n2)o1 (centres undefined) | 0.9 | 6 | 14 | 1 | 1 | -0.16 | 1 | 5 | 0.9
CCCn1c(SCC(=O)Nc2cc(Cl)ccc2OC)n[nH]c1=O | 0.1 | 8 | 90* | -3 | 1.2 | 0.87 | 1.2 | -7 | 0.9
COc1ccc(Cl)cc1Nc1nc(-c2sc(NC(=O)C(C)(C)C)nc2C)cs1 | 1 | 30 | 2 | 38 | nt | nt | 1 | -10 | 0.7
CC1CCN(C(=O)c2cccc(S(=O)(=O)N3CCCCC3)c2)CC1 | 0.8 | 16 | 23 | 2 | 1 | 0.15 | 1.1 | -2 | 0.8
O=C(C1CCN(S(=O)(=O)c2cccc3cccnc23)CC1)N1CC=C(c2ccccc2)CC1 | 0.2 | -31 | 75* | 3 | 1 | nt | 1.4 | 21 | 1.3
COc1ccccc1C1N(c2ccc(Cl)cc2)C(=O)C2CCCN21 (centres undefined) | 0.5 | 7 | 49 | 3 | 1.5 | 0.02 | 1.4 | 2 | 0.9
c1ccc(CNc2nc3ccccc3n2CCN2CCOCC2)nc1 | 0.9 | 10 | 6 | -2 | 1.2 | 1.1 | 1 | -5 | 0.9
FC(F)(F)c1cc(C(F)(F)F)c2ccc(N/N=C/c3ccccc3)nc2n1 | 0.8 | -14 | 19 | 2 | nt | 0.21 | 1 | 41 | 1.1
Cc1ccc(C)c(C(=O)NC2CC(C)(C)NC(C)(C)C2)c1 | 0.5 | 3 | 54* | -1 | 0.9 | 0.96 | 0.9 | 33 | 1
O=C1c2ccccc2NC2CCCCC12 (centres undefined) | 1 | -411 | 1 | 3 | 1.1 | 0.67 | 0.8 | -2 | 5.1*
NC(=O)CNC(=O)[C@@H]1CC2(CC(c3ccccc3)=NO2)CN1C(=O)c1ccc(Br)cc1 (some centres undefined) | 1 | 10 | 2 | 6 | nt | nt | 1.4 | -17 | 0.9
BrC(=C\c1ccccc1)/C=N/N1CCN(Cc2ccccc2)CC1 | 0.6 | 33 | 37 | -4 | nt | -0.01 | 1.1 | -9 | 0.7
CCC(=O)Nc1ccc(S(=O)(=O)Nc2cc(C)on2)cc1 | 1.1 | -2 | -7 | 3 | nt | -0.5 | 1 | -2 | 1
COC(=O)NCc1ccc(S(=O)(=O)N2CCOCC2)cc1 | 1.1 | 3 | -7 | -1 | 1.1 | 0.6 | 1.1 | 17 | 1
COCCOC(=O)C1=C(C)Nc2nc(C)nn2C1c1ccccc1 (centres undefined) | 0.8 | 17 | 18 | -2 | 1.3 | 1.9 | 1.2 | -13 | 0.8
CCn1cnc2c1c(=O)n(CC(=O)Nc1ccc3c(c1)OC(F)(F)O3)c(=O)n2Cc1ccccc1 | 1 | 25 | 2 | -3 | 1.1 | -2.8 | 1.4 | 6 | 0.7
COc1cccc(Oc2nnnn2-c2ccccc2)c1 | 0.4 | 25 | 60* | 0 | 1.4 | 0.2 | 0.9 | -6 | 0.8
CCOC(=O)COc1ccc(S(=O)(=O)NCc2ccncc2)cc1 | 0 | 67* | 98* | -9 | 1.1 | -0.54 | 1 | 80 | 0.3
O=C(CCc1ccc(S(=O)(=O)N2CCOCC2)cc1)Nc1ccc2ccccc2c1 | 0.4 | 55* | 63* | -1 | nt | -0.29 | 0.9 | 16 | 0.4
Cc1ccsc1-c1nc(CSCC(=O)NCc2ccc3c(c2)OCO3)c(C)o1 | 0.5 | 79* | 46 | -3 | 1.1 | nt | 1.1 | 9 | 0.2

Exported with two lines to a compound: entries from further up
Second line of a record: CYP2C19 act | CYP2C9 inh | CYP2C19 inhib | Mac1 fbg enh | MT1-MMP txn act | PTK2B oligo ant | PLAP activator | Mac1 fbg inh | CYP2C9 activ
> CCCn1c(SCC(=O)Nc2cc(Cl)ccc2OC)n[nH]c1=O
  0.1 | 8 | 90* | -3 | 1.2 | 0.87 | 1.2 | -7 | 0.9
> COc1ccc(-c2noc(-c3ccccc3C(=O)N3CCOCC3)n2)cc1
  0.9 | 42 | 5 | -2 | 1 | -0.39 | 1 | -3 | 0.6
> O=C(CCc1ccc(S(=O)(=O)N2CCOCC2)cc1)Nc1ccc2ccccc2c1
  0.4 | 55* | 63* | -1 | nt | -0.29 | 0.9 | 16 | 0.4

More records follow:
SMILES | CYP2C19 act | CYP2C9 inh | CYP2C19 inhib | Mac1 fbg enh | MT1-MMP txn act | PTK2B oligo ant | PLAP activator | Mac1 fbg inh | CYP2C9 activ
Cc1ccc2nc(NCCO)nc(-c3ccccc3)c2c1 | 0.9 | 33 | 11 | -1 | 1.1 | 0.67 | 1.2 | -9 | 0.7
CC(=O)c1cccc(NC2c3ncccc3C(=O)N2Cc2ccco2)c1 (centres undefined) | 0.2 | 9 | 83* | nt | 1.1 | 1.8 | 0.9 | nt | 0.9
CCOC(=O)C1CCN(S(=O)(=O)c2ccc3c(c2)CCCN3C(C)=O)CC1 | 0.7 | -13 | 30 | 0 | 1.2 | 0.13 | 1.4 | -19 | 1.1
CCOC(=O)c1c(NC(=O)CSc2nnc(-c3ccccc3)o2)sc(C(C)=O)c1C | 0.6 | 75* | 38 | -1 | 1 | -1.3 | 1.5 | 65 | 0.2
CN1CCN(C(=O)C2CC(=O)N(c3ccc(F)c(Cl)c3)C2)CC1 (centres undefined) | 1 | -5 | -1 | -6 | 1 | nt | 1 | -21 | 1
Cc1cc2c(c(=O)o1)C(C13C=CC(CC1)C3)C(C#N)=C(N)O2 (centres undefined) | 0.3 | 75* | 72* | nt | 1 | 0.61 | 1.1 | nt | 0.2
COc1ccc(NCc2nnc(SCC(=O)N3CCCc4ccccc43)n2C)cc1 | 0.8 | -9 | 18 | -3 | 1.2 | -0.7 | 0.9 | 6 | 1.1
Cc1cccn2c(=O)c(C=NCc3ccco3)c(Nc3ccc(SC(F)F)cc3)nc12 | 0.9 | 17 | 7 | nt | nt | 0.37 | 1.1 | nt | 0.8
Oc1c(CN2CCOCC2)cc(COCc2ccccc2)c2cccnc12 | nt | nt | nt | 0 | 0.7 | 0.42 | nt | -16 | nt
CC(OC(=O)CNC(=O)C12CC3CC(CC(C3)C1)C2)C(=O)Nc1ccc(N2CCOCC2)cc1 (centres undefined) | 1 | -34 | 5 | 0 | 1.2 | 0.96 | 1.4 | -18 | 1.3
CCSc1nnc(NC(=O)C(CC)(C(F)(F)F)C(F)(F)F)s1 | 0.7 | 98* | 33 | -5 | 0.9 | -2.3 | 1.1 | 48 | 0
CCCNC(=O)CC1C(=O)N(Cc2ccccc2)C(C)c2nc3ccccc3n21 (centres undefined) | 0.3 | 10 | 67* | -5 | 1 | -0.13 | 0.9 | 2 | 0.9
Cc1noc(C)c1COC(=O)c1ccc2c(c1)S(=O)(=O)c1ccccc1C2=O | 1.1 | 21 | -7 | 0 | 1.2 | -1.4 | 1.1 | 2 | 0.8
COc1cc(/C=C(/C(=O)c2cccs2)c2nc3ccccc3[nH]2)cc(OC)c1O | 0.5 | 86* | 51* | -5 | 0.8 | -0.14 | 0.4 | 15 | 0.1
O=C(NC1CCc2ccccc21)C12CN(Cc3ccccc3)CC1C(c1cccc([N+](=O)[O-])c1)=NO2 (centres undefined) | 0.9 | 43 | 14 | 0 | nt | nt | 1.5 | -4 | 0.6
O=C(Nc1ccc(N2CCOCC2)cc1)c1cccc(S(=O)(=O)N2CCC(Cc3ccccc3)CC2)c1 | 0.5 | 64* | 46 | -1 | 0.9 | -1.1 | 1.1 | 5 | 0.4
CCOC(=O)N1CCN(C(=O)c2cc3c(ccc4ccccc43)oc2=O)CC1 | 0.8 | 46 | 19 | -4 | 1.1 | 1.6 | 1.2 | 3 | 0.5
CCOC(=O)c1c(C(F)(F)C(F)(F)C(F)(F)C(F)(F)F)n[nH]c1C | 0.1 | 92* | 95* | 6 | 1.1 | -2 | 1.7 | -19 | 0.1
CC(=O)Oc1ccc2c(C)cc(=O)[nH]c2c1 | 1.1 | 2 | -7 | -1 | 1.1 | -1.3 | 0.9 | 2 | 1
O=S(=O)(Nc1cccc(CCc2ccccn2)c1)c1ccc2ccccc2c1 | 0 | 27 | 99* | nt | nt | 0.36 | 1 | nt | 0.7
CCOC(=O)c1c(C)n(OCc2ccccc2)c2ccc3c(no[n+]3[O-])c12 | 1.2 | 16 | -15 | 8 | 1 | -0.38 | 1.1 | 2 | 0.8
O=C(COc1ccccc1)N1CCN(C(=O)c2ccco2)CC1 | 0.6 | 18 | 35 | 1 | 1.1 | 0.33 | 1.5 | 6 | 0.8
CCc1nnc(NC(=O)CSc2nnc(Cc3ccc(OC)cc3)o2)s1 | 0.9 | 53* | 13 | -2 | 1 | 0.62 | 1 | -7 | 0.5
O=C(O)CCNS(=O)(=O)c1ccc(Oc2ccccc2Cl)cc1 | 1 | 17 | 2 | -2 | nt | 0.55 | 1.3 | 0 | 0.8
Cn1c(CN2CCCCC2)c(C#N)c2ccccc21 | 0 | 13 | 98* | -2 | 1 | 0.04 | 1.2 | 0 | 0.9

Three entries from above, set out differently.
SMILES	CYP2C19 act	CYP2C9 inh	CYP2C19 inhib	Mac1 fbg enh	MT1-MMP txn act	PTK2B oligo ant	PLAP activator	Mac1 fbg inh	CYP2C9 activ
CC(OC(=O)CNC(=O)C12CC3CC(CC(C3)C1)C2)C(=O)Nc1ccc(N2CCOCC2)cc1 (centres undefined)	1	-34	5	0	1.2	0.96	1.4	-18	1.3
CCSc1nnc(NC(=O)C(CC)(C(F)(F)F)C(F)(F)F)s1	0.7	98*	33	-5	0.9	-2.3	1.1	48	0
CCCNC(=O)CC1C(=O)N(Cc2ccccc2)C(C)c2nc3ccccc3n21 (centres undefined)	0.3	10	67*	-5	1	-0.13	0.9	2	0.9

Following part
SMILES | CYP2C19 act | CYP2C9 inh | CYP2C19 inhib | Mac1 fbg enh | MT1-MMP txn act | PTK2B oligo ant | PLAP activator | Mac1 fbg inh | CYP2C9 activ
O=C(CCCN1C(=O)CCC1=O)Nc1ccccc1F | 0.9 | 20 | 12 | -1 | 1.1 | 0.44 | 0.9 | -8 | 0.8
CCN1CCN(C(=O)CN(CCc2ccccc2)S(C)(=O)=O)CC1 | 0.8 | 12 | 18 | 0 | 1.1 | 1.1 | 1.2 | -7 | 0.9
COC(=O)c1ccc(-c2nc(-c3ccc(Br)o3)no2)cc1 | 0.8 | 29 | 19 | 50 | nt | nt | 0.9 | -8 | 0.7
Cc1cc(C)cc(NC(=S)NCC2CCCO2)c1 (centres undefined) | 0.8 | -115 | 15 | -6 | 1 | -0.52 | 1 | -8 | 2.1*
COc1ccc(OC)c(CNC(=O)Cc2c(C(=O)O)[nH]c3ccccc23)c1 | 1 | 18 | -4 | -2 | 1 | 1.4 | 1.2 | -7 | 0.8
COc1ccc(Cc2n[nH]c(=O)c3ccccc23)cc1OC | 0.8 | 14 | 17 | nt | 1.8 | 1.6 | 0.8 | nt | 0.9
